High-throughput results (PubChem BioAssay)
PV pol inh: poliovirus RdRp elongation inhibitors, primary screen, biochemical, fluorescence polarization, total intensity. Genome polyprotein (Poliovirus type 1 (strain Mahoney)), P03300. actives 0.66% (n = 150,000). poliovirus polymerase elongation; hits give low values. AID 588519, 2011. % elongation, % (compound at 16.7 µg/mL); in the data active = % elongation below about 90%; also: some results filed as inactive read as strong as hits
Target sequence (P03300 1749-2209 limits assumed): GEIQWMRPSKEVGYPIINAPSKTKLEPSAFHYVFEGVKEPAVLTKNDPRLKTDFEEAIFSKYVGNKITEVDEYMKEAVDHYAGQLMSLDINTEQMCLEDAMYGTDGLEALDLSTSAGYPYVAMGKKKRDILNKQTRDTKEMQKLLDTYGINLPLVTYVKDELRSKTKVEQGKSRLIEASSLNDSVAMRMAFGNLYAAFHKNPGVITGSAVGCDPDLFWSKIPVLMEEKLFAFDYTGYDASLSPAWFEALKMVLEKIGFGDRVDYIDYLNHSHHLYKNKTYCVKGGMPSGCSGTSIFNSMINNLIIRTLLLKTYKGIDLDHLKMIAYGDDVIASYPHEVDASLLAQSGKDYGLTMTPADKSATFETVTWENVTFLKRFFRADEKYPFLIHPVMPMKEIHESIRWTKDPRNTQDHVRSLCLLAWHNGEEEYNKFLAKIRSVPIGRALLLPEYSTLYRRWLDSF
PV pol inh FP z-score: second read-out of PV pol inh, no call of its own (marks repeat the call); z-score; measured here: FP z-score; hits read low
* = called active by the depositor. This is a subset; count on the stated rates, not on these rows.

SMILES	PV pol inh	PV pol inh FP z-score
COc1ccccc1NS(=O)(=O)c1cc2c(cc1Cl)NC(=O)CO2	110.0	0.8
COc1cccc(Cn2c(C)c(CNCc3cccc(C)c3)c(C(=O)O)c2C)c1	108.0	0
CP1(=O)COc2ccccc2OC1	101.0	0.1
O=C(c1cccc(Br)c1)N1CCN(c2cnn(-c3ccccc3)c(=O)c2Cl)CC1	101.0	0.7
Cc1noc(/C=C/N2CCOCC2)c1S(=O)(=O)N1CCN(c2ccc(F)cc2)CC1	104.0	0.8
O=C(NC(=O)c1csc(-c2ccc(C(F)(F)F)cc2Cl)n1)Nc1ccc(F)cc1	103.0	0
Cc1nc(C)c(CCNC(=O)c2cccs2)s1	99.0	-0.8
C=CCC(C#Cc1ccccc1)N(C)C (configuration not stated)	102.0	0
Cc1ccc2c(=O)cc(-c3ccc(F)cc3)oc2c1	95.0	-1.1
Cc1ccc(S(=O)(=O)N(C)c2ccc(OCC(=O)Nc3ccc(N4CCN(C)CC4)cc3C)cc2)cc1	100.0	-1
COC(=O)c1ccn(-c2nc(-c3cccs3)cc(C(F)(F)F)n2)n1	105.0	0.7
O=c1[nH]cnc2cccc(F)c12	100.0	-0.3

Single records (already shown). Order of screens: PV pol inh	PV pol inh FP z-score
Listed for Cc1ccc(S(=O)(=O)N(C)c2ccc(OCC(=O)Nc3ccc(N4CCN(C)CC4)cc3C)cc2)cc1 : 100.0	-1
Listed for COc1ccccc1NS(=O)(=O)c1cc2c(cc1Cl)NC(=O)CO2 : 110.0	0.8
Listed for CP1(=O)COc2ccccc2OC1 : 101.0	0.1
Listed for Cc1ccc2c(=O)cc(-c3ccc(F)cc3)oc2c1 : 95.0	-1.1

Continued:
SMILES	PV pol inh	PV pol inh FP z-score
CCOC(=O)N1CCN(C(=O)CN(C)S(=O)(=O)c2ccc3c(c2)c(=O)n(C)c(=O)n3C)CC1	103.0	0.3
Clc1ccc(C(c2ccccc2Cl)C(Cl)Cl)cc1 (configuration not stated)	101.0	0.4
Cc1oc(-c2cccc(Cl)c2)nc1CSc1nc2ncccc2[nH]1	106.0	-0.6
CNC(=O)NC(=O)C(C)Sc1nc2ccc(C)cc2[nH]1 (configuration not stated)	102.0	-0.3
CCOc1ccc2ccccc2c1C=Nc1ccccc1	93.0	-0.6
CCn1c(SCC(=O)NCc2ccccc2)nc2c([nH]c3ccccc32)c1=O	99.0	-0.8
O=C(COC(=O)C1(c2ccccc2F)CCCC1)c1cccs1	102.0	0.2
COc1cccc(OCc2nc3ccccc3n2C)c1	111.0	0.9
CCCS(=O)(=O)NCc1ccc(C(=O)O)cc1	96.0	-0.6
O=C1N=c2ccccc2=C1c1c(O)[nH]c2ccc(Cl)cc12	102.0	0.7
CCS(=O)(=O)N1CCN(S(=O)(=O)c2ccc(C(C)C)cc2)CC1	102.0	0.1
Cc1ccc(N2C(=O)c3ccccc3C2C(=O)c2ccc(C)cc2O)cc1 (configuration not stated)	103.0	0.1
COc1ccc(/C=C(/C#N)c2nc(-c3ccc(-c4ccccc4)cc3)cs2)cc1	105.0	0.3
O=C1c2ccccc2-c2n[nH]c(=O)c3ccc(N4CCOCC4)c1c23	101.0	-0.1
O=c1nc2c3ccccc3ncn2[nH]1	101.0	-0.2
CC1(C)CC(=O)c2c(C(=O)O)coc2C1	105.0	1
O=C(O)CCCc1cccs1	100.0	-0.4
CN(C)C(=O)CSc1nnc(-c2ccc(O)cc2)o1	101.0	-0.4
Cc1cc(I)ccc1NC(=O)c1ccc2c(c1)SC1=NS(=O)(=O)CCN12	105.0	0.3
Cn1c(C(=O)N(Cc2ccccc2)Cc2cccs2)cc2sccc21	102.0	0.4
COC(=O)c1c(C)c(C)[nH]c(=O)c1C#N	100.0	-0.3
CC(=O)Nc1ccc(NCc2nnc3n2CCCCC3)cc1	106.0	-0.4
COc1ccc(C(C)C)cc1S(=O)(=O)NCCc1c(C)[nH]c2c(Cl)cccc12	106.0	0.5
COc1ccc(-c2[nH]c(-c3cccc(OC)c3)nc2SCC(=O)Nc2ccc3c(c2)OCO3)cc1	116.0	0.9
CCn1c(C)c2c(C)nn3cc(C)cc3c2c1C	99.0	-0.3
O=C1COc2c1c1c(c3oc(=O)ccc23)C(=O)CO1	100.0	-0.1
O=C(CO/N=C/c1ccco1)Nc1cccc(I)c1	108.0	0.9
Cc1c(C(=O)N(C)Cc2ccccc2)sc2ncn(CC(=O)N3CC(C)CC(C)C3)c(=O)c12 (configuration not stated)	99.0	-1.4
O=S(=O)(c1cccc2nsnc12)N(CCOc1ccccc1)C1CCCCC1	102.0	0.2
CCCCS(=O)(=O)NC1CCCCCCC1	102.0	0.1
O/C(=C\c1ccc2ccccc2n1)c1ccc(O)cc1O	118.0	5.5
CCN1CCN(C(=S)Nc2ccccc2)CC1	100.0	-0.6
CCOC(=O)c1ccc(NC(=O)NCc2noc3ccc(C)cc23)cc1	100.0	-1
Cc1csc(=O)n1CC(=O)Nc1ccccc1	105.0	0.1
Cc1ccccc1OC(=O)c1nc(SCc2ccccc2F)ncc1Cl	100.0	-1.2
Cc1ccc(-n2ncc3c(NCCc4ccccc4)ncnc32)cc1Cl	104.0	-0.4

Of the compounds above, these contain a furan ring, fused or not.
SMILES	PV pol inh	PV pol inh FP z-score
CC1(C)CC(=O)c2c(C(=O)O)coc2C1	105.0	1
O=C(CO/N=C/c1ccco1)Nc1cccc(I)c1	108.0	0.9

Next part
SMILES	PV pol inh	PV pol inh FP z-score
COc1ccc(Cl)cc1NC(=O)CN1CCN(S(=O)(=O)N(C)C)CC1	101.0	-0.2
CC(C)Cn1c(O)c(N=NC(=O)c2cccnc2)c2ccccc21	100.0	-0.4
O=C1NC(=O)C2C3c4ccccc4C(c4ccccc43)C12 (configuration not stated)	102.0	-0.1
CSc1ncc(C(=O)N2CCN(c3ccc(F)cc3)CC2)c(C)n1	109.0	0.5
COc1ccc2c(CC(=O)OC(C)C(=O)NCc3ccc4c(c3)OCO4)coc2c1 (configuration not stated)	105.0	0.3
Cc1ccc(NC(=O)Cn2c(=O)n(CCCCC(=O)NCc3ccc4c(c3)OCO4)c(=O)c3ccccc32)cc1	109.0	0.9
Cc1nc(SCC(=O)NCc2cccs2)n(C2CCCCC2)c1C	107.0	0.7
COc1cc2c(cc1OC)[C@@]13CCN4CC5=CCOC6CC(=O)N2C1[C@H]6[C@H]5C[C@H]43 (some centres not stated)	100.0	0.1
O=c1c2ccccc2nnn1CSc1ncnc2ccccc12	98.0	-0.4
COc1ccc(-c2nnc(SCC(=O)Nc3cccc(C)c3)s2)cc1	108.0	0.1
O=S(=O)(Nc1ccc(N2CCCCC2)cc1)c1ccccc1C(F)(F)F	105.0	0.4
COc1ccccc1CNC(=O)CCn1c(=O)c2ccccc2n(CC(=O)Nc2ccc(C)cc2Cl)c1=O	104.0	-0.6

Fetched by compound from above, five records:
SMILES	PV pol inh	PV pol inh FP z-score
Cc1nc(C)c(CCNC(=O)c2cccs2)s1	99.0	-0.8
COc1cccc(Cn2c(C)c(CNCc3cccc(C)c3)c(C(=O)O)c2C)c1	108.0	0
CCS(=O)(=O)N1CCN(S(=O)(=O)c2ccc(C(C)C)cc2)CC1	102.0	0.1
COc1ccc(-c2nnc(SCC(=O)Nc3cccc(C)c3)s2)cc1	108.0	0.1
CSc1ncc(C(=O)N2CCN(c3ccc(F)cc3)CC2)c(C)n1	109.0	0.5

Continuation:
SMILES	PV pol inh	PV pol inh FP z-score
O=C(Nc1ccc2c(c1)OCCO2)c1ccc(CSc2ncn[nH]2)cc1	97.0	-0.8
COc1ccc(C=Nc2ccc3c(c2)nc(C)n3C)cc1	100.0	-0.3
CCN(CC)Cc1c(C(C)(C)C)oc(C)c1C(=O)O	100.0	-0.6
NC(=O)c1nc(-c2cccnc2)nc2c1[nH]c(=O)n2-c1ccccc1	100.0	-0.1
CC1(C)CC(=NNC(=O)c2n[nH]c3c2CCC3)CC(C)(C)N1	105.0	0.9
CN(c1ccccc1)c1nc(OC(C(F)(F)F)C(F)(F)F)nc(OC(C(F)(F)F)C(F)(F)F)n1	104.0	0.7
Cc1cc2c(cc3c(=O)n(CC(=O)NCCN4CCOCC4)ncn32)s1	101.0	-1.2
Cc1c(C(=O)Nc2ccccc2)sc2ncn(CC(=O)N3CCC(C)CC3)c(=O)c12	107.0	0.5
Cc1ccccc1NC(=O)Cn1nnc(C(=O)NCc2cccs2)c1N	112.0	0.9
Cc1nnc(Cl)c2ccccc12	86.0	-4.1
O=c1oc2ccccc2cc1-c1cn2cc(Cc3ccc(Cl)cc3)sc2n1	107.0	0.3
Brc1ccc2cc(Oc3cnccn3)ccc2c1	101.0	0
O=C(NC(=S)Nc1ccc(-c2nc3ccccc3o2)cc1)c1ccccc1	101.0	0.3
O=C(O)COc1cccc(F)c1	102.0	0
CC(C)(C)S(=O)(=O)/C(C#N)=C/Nc1ccc(Cl)cn1	103.0	0.2
CCC(C)NC(=O)C1c2ccccc2C(=O)N1Cc1ccccc1 (configuration not stated)	102.0	0.2
CCCCNC(=O)CSc1nc2cc3c(cc2c(=O)n1CCCCCC(=O)NCc1ccc(OC)cc1)OCO3	106.0	0
COc1ccc(-n2cnc3cc(C(=O)NC4CCCC4)ccc32)cc1	101.0	-0.4
Cc1ccc(CNC(=O)CCN2C(=O)C(C)Oc3ccc(C)cc32)cc1 (configuration not stated)	103.0	0
Cc1ccc(-c2noc(COC(=O)c3nn(-c4ccccc4C(F)(F)F)cc3O)n2)cc1	103.0	0.1
O=C(c1ccc2c(c1)N(Cc1ccccc1)C(=O)c1ccccc1S2=O)N1CCN(Cc2ccccc2)CC1 (configuration not stated)	101.0	0.4
CCNC(=O)c1c(NC(=O)Cc2coc3cc(C)cc(C)c23)sc2c1CCCC2	120.0	0.4
O=C(CCS(=O)(=O)c1ccccc1)Nc1ccc2sccc2c1	104.0	0.4
CC(=O)N1CCCc2cc(S(=O)(=O)N3CCC(C(=O)Nc4ccc(C)cc4Cl)CC3)ccc21	101.0	-1.4
CCCc1nc(Sc2nncn2C)c2sc(=S)n(-c3ccccc3)c2n1	105.0	0.1
COC(=O)c1ccc(/C=C2/SC(=O)N(C(C)C(=O)OC)C2=O)cc1 (configuration not stated)	99.0	-0.7
Cc1cc(C)cc(NC(=O)Cn2nc(N3CCN(c4ccccc4)CC3)ccc2=O)c1	108.0	0.3
CCOC(=O)c1ccc(N2C(=O)c3n[nH]c(-c4ccco4)c3C2c2ccc(O)c(OC)c2)cc1 (configuration not stated)	106.0	-0.3
CCc1ccc(NC(=O)Cc2c(C(=O)O)c(C)cn2C)cc1	108.0	0.4
O=C(c1ccccc1)N1c2ccccc2OC1c1ccc2c(c1)OCO2 (configuration not stated)	103.0	-0.1
Cc1cn(C2CC(NC(=O)C(C)(C)C)C(CO)O2)c(=O)[nH]c1=O (configuration not stated)	106.0	0.3
O=C(c1cc2c(Cl)nc3ccccc3c2s1)N1CCC2(CC1)OCCO2	101.0	-0.6
CCC(C(=O)Nc1cccc(C#N)c1)n1c(=O)c(-c2ccccc2NC(C)=O)nc2ccccc21 (configuration not stated)	106.0	-0.1
Cc1cc(C)c(NC(=O)CCCn2c(C)c3cnn(-c4ccccc4)c(=O)c3c2C)c(C)c1	101.0	-1
Cc1c(Cl)cccc1-c1ccc(CNCCCSc2nnnn2C)o1	97.0	-2.1
COc1cc(CN(C)Cc2ccccc2)cc(OC)c1O	105.0	0.4
CC(=O)OCC1OC(OC(C)=O)C(NC(=O)C(C)C)C(OC(C)=O)C1OC(C)=O (configuration not stated)	105.0	0.7
O=C(Nc1ccc(F)cc1Cl)c1cnc(N2CCOCC2)c2ccccc12	108.0	0.2
Cc1cccc(C)c1OCC(=O)N(Cc1ccc(Cl)cc1)CC1CCCO1 (configuration not stated)	111.0	0.7
N#C/C(=C(/O)c1cccc2ccccc12)c1nc2ccccc2[nH]1	101.0	-0.2
CCc1ccccc1Nc1nc(N)nc(Cn2cnc3ccccc32)n1	102.0	0
CCN1C(=O)NC(=O)/C(=C\c2cn(CC(=O)NCC3CCCO3)c3ccccc23)C1=O (configuration not stated)	103.0	0.2
COc1ccc(N2CCN(CCCNC(=O)c3nnc(Cc4ccccc4Cl)o3)CC2)cc1	109.0	0.8
CNc1ccc(-c2nc(-c3ccco3)no2)cc1[N+](=O)[O-]	109.0	0.3
Fc1ccc(-c2nc3c4c(-c5ccccc5)c(-c5ccccc5)oc4ncn3n2)cc1	99.0	-1.7
O=C(Cc1ccccc1F)Oc1ccc(-c2nnco2)cc1	94.0	-1.5
NCCSc1nc2ccccc2[nH]1	102.0	-0.2
CCN(Cc1ccc(OCc2cccs2)c(OC)c1)C(=O)c1cc(C)oc1C	103.0	0
Cc1cccc(N2CCN(C(=O)Cn3c(C)c4cnn(-c5ccccc5)c(=O)c4c3C)CC2)c1C	110.0	0.7
Cc1ccc(S(=O)(=O)c2ccc(/C=C/c3ccco3)cc2)cc1	105.0	0.1
O=C(CN1C(=O)NC2NC(=O)NC21)N/N=C/c1ccccc1O (configuration not stated)	100.0	-0.3
O=C(O)CCP(=O)(O)CN1CCCCCC1	104.0	0.8
Cc1cc(C)n(-c2ccc(Cl)c(C(=O)OCc3ccccc3)c2)n1	107.0	0.3
Cc1ccc(C)c(CSc2nc3ncccc3[nH]2)c1	107.0	-0.4
COc1c2ccoc2nc2c(OC)c(OC3OC(C)C(O)C(O)C3O)ccc12 (configuration not stated)	104.0	0.6
CC(C)(C)c1ccc(-c2n[nH]c(=S)n2N=Cc2ccccn2)cc1	103.0	0
S=C(N/N=C/c1ccco1)NC1CC2CCC1C2 (configuration not stated)	102.0	0
CCc1nnc(NC(=O)c2ccc(S(=O)(=O)N(CC)CC)cc2)s1	98.0	-0.7
Cc1ccc(C(c2sc3nc(-c4ccco4)nn3c2O)N2CCCC2)cc1 (configuration not stated)	100.0	-1.2
Cc1ccc(S(=O)(=O)c2cn(C)c3cc(N4CCN(c5ccccc5)CC4)c(F)cc3c2=O)cc1	107.0	0
(next part)
SMILES	PV pol inh	PV pol inh FP z-score
CNC(=O)C1CCC(Cn2c(=O)c3sccc3n(CC(=O)Nc3ccc(C)cc3C)c2=O)CC1 (configuration not stated)	100.0	-1.5
CCOC(=O)CCn1cc(F)c(=O)[nH]c1=O	101.0	0
c1cc2c(cc1-c1nn3cnnc3s1)OCO2	102.0	0
CC(NC(=O)c1ccccc1)C(=O)O (configuration not stated)	101.0	0
